MRP resist rev: MRP-mediated drug resistance reversal. H69AR cells + 2 uM doxorubicin, CellTiter-Glo, 72 h. differential viability (reversal), % at 10 µM. actives 0.04% (n = 85,000). AID 602;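 active means viability drop by adding the cancer drug above about 55%, with treated viability meeting a 40% cutoff, limit read from the data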;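 further: viability without doxorubicin minus viability with 2 µM doxorubicin for each compound; larger differential means the compound sensitizes cells more to doxorubicin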
NFkB transloc inh: blocks IL-1B driven NFkB nuclear translocation in HUVEC cells. AID 796. inhibition, % at 2 µM. actives 0.43% (n = 94,000). HUVEC IL-1B NFkB p65 nuclear translocation imaging;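 active means inhibition above about 30% together with a positive call from visual inspection of the well image, limit read from the data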;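 further: nuclear over cytoplasmic p65 intensity ratio measured by imaging; 0% = IL-1B stimulated DMSO wells and 100% = unstimulated DMSO wells; values of inactives mirror those of a sister screen read the other way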
PLAP inhibitors HTS: inhibition of human placental alkaline phosphatase – biochemical, luminescence, HTS (AID 690) | actives 0.08% (n = 96,000) | purified PLAP, luminescent substrate; higher % means a stronger effect | inhibition, % at 20 µM; hits with a dose series show IC50 in µM; in the data active means a potency from the dose series; inactive means the rest, 99 in 100 with inhibition below about 30%; further: strong numbers were not always called active
Bcl-B displacement: displacers of TR3 peptide from Bcl-B, primary screen, selectivity assay for Bfl-1 inhibitor project, biochemical, fluorescence polarization; FP displacement of FITC-TR3 peptide from Bcl-B; higher % means a stronger effect; one-dose displacement, % at 20 µM; IC50 in µM for titrated hits; actives 0.11% (n = 96,000);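 active means displacement above 50% at 20 µM plus a fluorescence interference ratio under 1.5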;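 further: plate controls were wells without compound for no effect and wells lacking Bcl-B protein for full effect; a part of the inactive calls stands beside numbers as strong as those of hits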
NFkB transloc pot: enhances IL-1B driven NFkB nuclear translocation. HUVEC IL-1B NFkB p65 nuclear translocation imaging. activation, % at 2 µM. actives 0.3% (n = 94,000);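 active means activation above 40%, about the mean plus 3 SD, also judged a hit on visual image review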;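 further: percent activation is computed from the nuclear over cytoplasmic p65 intensity ratio; values of inactives mirror those of a sister screen read the other way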
MRP resist rev cytotoxicity: second read-out of MRP resist rev, no call of its own (marks repeat the call); viability, %; H69AR cells, CellTiter-Glo, 72 h; measured here: cytotoxicity without doxorubicin
MRP resist rev with doxorubicin: second read-out of MRP resist rev, no call of its own (marks repeat the call); viability, %; measured here: viability with 2 uM doxorubicin; active compounds read low
NFkB transloc inh cell count 2 µM: further read-out of NFkB transloc inh, marked with its call; cell count; measured here: cells passing quality filter;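 raw number of nuclei counted in each imaged well without normalization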
NFkB transloc pot cell count 2 µM: also measured in NFkB transloc pot; calls as there; cell count; measured here: cells passing quality filter
Active calls of the source: *; . = no result given.

structure,MRP resist rev,NFkB transloc inh cell count 2 µM,MRP resist rev with doxorubicin,NFkB transloc inh,MRP resist rev cytotoxicity,Bcl-B displacement,PLAP inhibitors HTS,NFkB transloc pot cell count 2 µM,NFkB transloc pot
COc1cc2[nH]c(=O)n(-c3ccc(C)cc3)c(=O)c2cc1OC,11,173,85,8,96,3%,-6%,173,-8
Cc1cc(C)c(C(=O)CN2CCOCC2)c(C)c1,2,159,98,-11,100,-1%,6%,159,11
CCn1c(=O)cc(OCC(=O)N2CCN(Cc3ccc4c(c3)OCO4)CC2)c2ccccc21,-1,158,80,-4,79,2%,-19%,158,4
COc1ccccc1N(CC(=O)NC1CCCC1)C(=O)c1cnn(C(C)C)c1,3,107,85,1,88,.,.,107,-1
CCN(CC)CCCN=C(C)c1c(O)n(-c2ccccc2)c(=O)[nH]c1=O,4,166,97,0,101,0%,-10%,166,0
CN1C(=O)C(Cc2ccc3c(c2)OCO3)C(=O)N(C)C1=O,-6,122,103,13,96,-2%,10%,122,-13
Cc1cc(N2C(=O)C3CCCN3C2c2sccc2C)no1 (centres undefined),2,152,92,5,95,-2%,-18%,152,-5
CN(C)C=C1C(=O)N(C2CCCCC2)C(=O)N(C2CCCCC2)C1=O,-31,187,62,-13,31,-16%,-34%,187,13
CCOC(=O)Cn1cc([N+](=O)[O-])nc1[N+](=O)[O-],.,137,.,-10,.,1%,12%,137,10
CC(C)C12CN3CCN(CC(C3)C1O)C2 (centres undefined),5,97,100,-10,105,-7%,18%,97,10
CC1CN=C(Nc2ccc(N(C)C)cc2)S1 (centres undefined),3,126,81,-21,84,-2%,0%,126,21
O=C(Cc1ccccc1)N1CCN(C/C=C/c2ccccc2)CC1,3,110,75,-15,78,-2%,-31%,110,15
Cc1ccc(N(C)C(=O)Oc2cccc3cccnc23)cc1,7,126,90,-4,97,-7%,-30%,126,4
CCOC(=O)C1C2NC(=O)N(Cc3ccccc3)C1(C)Oc1c(OC)cccc12 (centres undefined),20,133,96,7,116,8%,6%,133,-7
c1ccc2[nH]c(CCNC3CCCCC3)nc2c1,-4,189,91,-6,87,-3%,-166%,189,6
O=[N+]([O-])c1ccc(N2CCNCC2)c2ncccc12,.,192,.,1,.,3%,50%,192,-1
CCc1cc2c(s1)NC(=O)CN=C2c1cccs1,-30,.,53,.,23,-7%,-27%,.,.
O=C(c1cccn2c(=O)c3cc(Br)ccc3nc12)N1CCC2(CC1)OCCO2,6,138,91,0,98,6%,-64%,138,1
O=P(O)(O)/C=C(\Cl)c1ccccc1,-9,.,99,.,91,-2%,-4%,.,.
N=C(N)c1c(O)n(C2CCCCC2)c(=O)n(C2CCCCC2)c1=O,-8,93,9,7,1,2%,1%,93,-7
c1ccc(CNC2=NCCS2)cc1,8,189,97,3,105,-14%,-14%,189,-3
O=C(COC(=O)Cc1ccccc1)Nc1ncc(Cl)cc1Cl,1,80,82,-4,83,.,-7%,80,4
Cc1cccc(OCC(=O)N2CCN(Cc3ccncc3)CC2)c1,.,162,.,-3,.,-5%,13%,162,3
Cc1ccc2c(c1)CC1(CN2C)C(=O)NC(=O)N(CCC2=CCCCC2)C1=O (centres undefined),-1,170,87,-66,86,-9%,-32%,170*,66*
CNCC1(c2ccccc2)CCCC1,-4,158,95,5,91,-14%,16%,158,-5

(cont.)
structure,MRP resist rev,NFkB transloc inh cell count 2 µM,MRP resist rev with doxorubicin,NFkB transloc inh,MRP resist rev cytotoxicity,Bcl-B displacement,PLAP inhibitors HTS,NFkB transloc pot cell count 2 µM,NFkB transloc pot
Fc1ccc2c(c1)nnn2C1CCN(Cc2nnnn2C2CCCCC2)CC1,-35,98,63,6,27,18%,-54%,98,-6
CCCCn1c(O)c(C(CC)=NCc2ccc(F)cc2)c(=O)[nH]c1=O,8,154,76,2,83,4%,10%,154,-2
CCOC(=O)c1cn2nc(OP(=S)(OCC)OCC)cc2nc1C,32,154,19,3,52,-12%,-57%,154,-3
O=C(CN1CCCCC1)Nc1ccc(Br)cc1C(=O)c1ccccc1Cl,.,103,.,-9,.,-9%,8%,103,9
Cn1c(N2CCNCC2)nc2ccccc21,-4,146,87,-3,83,6%,5%,146,3
CCCCC(=O)C1C(=O)NC(=O)NC1=O,-9,140,106,-4,97,2%,-2%,140,4
COc1ccc(OC)c(N2C(=O)NC(=O)C3(Cc4cc(C)ccc4N(C)C3)C2=O)c1 (centres undefined),-3,87,94,-2,91,2%,-50%,87,2
CN(C(=O)c1ccco1)C1(c2ccccc2Cl)CCCCC1=O (centres undefined),-6,79,99,4,93,0%,15%,79,-4
O=c1c2ccccc2nc(-c2cccs2)n1-c1ccccc1,.,120,.,4,.,-3%,15%,120,-5
CCCCCCCC(=O)NC(Oc1ccccc1[N+](=O)[O-])C(Cl)(Cl)Cl (centres undefined),1,142,93,-7,94,10%,1%,142,7
CN1C(=O)C(Cc2nc3ccccc3c(=O)n2-c2ccccc2)c2ccccc21 (centres undefined),.,164,.,-17,.,3%,-24%,164,17
Cc1ccc(S(=O)(=O)NP(=O)(Oc2ccccc2)Oc2ccccc2)cc1,-6,184,94,-21,88,0%,-43%,184,21
CCCCCSc1cc(OC)c(CCN(C)C)cc1OC,.,161,.,-4,.,8%,-61%,161,4
COc1ccccc1/C=C1/C(=N/O)C2CCN1CC2,6,.,93,.,99,1%,10%,.,.
Cc1cc(OCc2ccc([N+](=O)[O-])cc2)c2c3c(c(=O)oc2c1)CCCC3,.,74,.,10,.,-13%,6%,74,-10
CCOc1cccc(CNC2CN3CCC2CC3)c1 (centres undefined),7,139,89,-2,97,6%,16%,139,2
CCC(=O)c1cn(Cc2ccc(C#N)cc2)c2ccccc12,-3,55,82,7,80,1%,-8%,55,-7
COc1cc2c(C(=O)N3CCN(C)CC3)c(C)n(C)c2cc1Br,.,74,.,-5,.,9%,-20%,74,5
O=c1[nH]c(=O)n(Cc2ccco2)c(O)c1C=NCCCn1ccnc1,12,59,77,-4,90,-6%,21%,59,4
COc1ccc(/C=C2\C(=N\O)C3CCN2CC3)cc1,9,160,81,0,90,.,.,160,0
CN(C)CC1CSCCC1(O)c1ccc(Cl)cc1 (centres undefined),-3,136,93,-7,90,.,.,136,7
CCOc1cc(C=C2C(=O)NC(=O)NC2=O)ccc1OS(=O)(=O)c1ccccc1,-18,186,74,-3,56,-10%,15%,186,3
C=CCNC(=O)c1c(N)n(CCN2CCOCC2)c2nc3ccccc3nc12,.,160,.,-12,.,-11%,-39%,160,12
COc1cc(C2SCC(=O)Nc3c2c(=O)[nH]n3C2CCCCCC2)cc(OC)c1OC (centres undefined),.,134,.,-24,.,-6%,-2%,134,24
CC(CO)(CO)N=Cc1c(O)n(-c2cccc3ccccc23)c(=O)[nH]c1=O,0,63,93,10,94,-1%,19%,63,-10

Seven entries drawn at random from those above:
structure,MRP resist rev,NFkB transloc inh cell count 2 µM,MRP resist rev with doxorubicin,NFkB transloc inh,MRP resist rev cytotoxicity,Bcl-B displacement,PLAP inhibitors HTS,NFkB transloc pot cell count 2 µM,NFkB transloc pot
CN(C)CC1CSCCC1(O)c1ccc(Cl)cc1 (centres undefined),-3,136,93,-7,90,.,.,136,7
CCn1c(=O)cc(OCC(=O)N2CCN(Cc3ccc4c(c3)OCO4)CC2)c2ccccc21,-1,158,80,-4,79,2%,-19%,158,4
CC(CO)(CO)N=Cc1c(O)n(-c2cccc3ccccc23)c(=O)[nH]c1=O,0,63,93,10,94,-1%,19%,63,-10
COc1cc2c(C(=O)N3CCN(C)CC3)c(C)n(C)c2cc1Br,.,74,.,-5,.,9%,-20%,74,5
CN1C(=O)C(Cc2nc3ccccc3c(=O)n2-c2ccccc2)c2ccccc21 (centres undefined),.,164,.,-17,.,3%,-24%,164,17
COc1ccccc1/C=C1/C(=N/O)C2CCN1CC2,6,.,93,.,99,1%,10%,.,.
CCCCC(=O)C1C(=O)NC(=O)NC1=O,-9,140,106,-4,97,2%,-2%,140,4

The main list resumes with the 2 entries that preceded the break.
structure,MRP resist rev,NFkB transloc inh cell count 2 µM,MRP resist rev with doxorubicin,NFkB transloc inh,MRP resist rev cytotoxicity,Bcl-B displacement,PLAP inhibitors HTS,NFkB transloc pot cell count 2 µM,NFkB transloc pot
COc1cc(C2SCC(=O)Nc3c2c(=O)[nH]n3C2CCCCCC2)cc(OC)c1OC (centres undefined),.,134,.,-24,.,-6%,-2%,134,24
CC(CO)(CO)N=Cc1c(O)n(-c2cccc3ccccc23)c(=O)[nH]c1=O,0,63,93,10,94,-1%,19%,63,-10
COc1ccccc1CCNCc1cc2c(cc1[N+](=O)[O-])OCO2,.,167,.,-10,.,19%,-4%,167,11
CCC(=NC1CC1)c1c(O)n(-c2ccc(OC)cc2)c(=O)[nH]c1=O,8,187,85,-6,93,-5%,-16%,187,6
COc1ccc(C2NCc3ccc4c(c3-n3cccc32)OCO4)cc1OC (centres undefined),-16,197,64,-14,48,-9%,-48%,197,14
CCCC(C)C1(CC)C(=O)NC(=Nc2ccc(F)cc2)NC1=O (centres undefined),-23,136,66,-15,44,0%,9%,136,15
O=c1c2ccccc2nc(-c2ccco2)n1-c1cccnc1,10,26,76,4,86,-5%,-1%,26,-4
OC(c1ccc(F)cc1)C(c1ccccc1)N1CCOCC1 (centres undefined),17,42,86,6,103,-6%,-1%,42,-6
COc1ccc(C(=O)C(Cc2ccccc2)N(C)C)cc1 (centres undefined),12,148,84,-4,97,0%,0%,148,4
COC(=O)C(c1ccccc1)N1CCCCCC1 (centres undefined),-4,75,100,-10,96,-3%,-13%,75,10
Oc1c(Cl)cc(Cl)cc1CN1CCN(Cc2ccccc2)CC1,24,74,58,5,83,-7%,-46%,74,-5
CCOC(=O)c1c(C)n(Cc2ccco2)c2c1cc(O)c1ccccc12,-1,181,48,-6,47,16%,57%,181,6
COc1ccc(C2=NCC(=O)N(CC(=O)NCc3ccco3)c3sc4c(c32)CCCC4)cc1,-7,109,81,5,74,-14%,-47%,109,-5
O=C(c1ccc2c(c1)ncn2C1CCCCC1)N1CCC2(CC1)OCCO2,-24,100,41,-7,17,1%,3%,100,7
CC12CCCCC1=[N+]([O-])CN2O (centres undefined),-3,119,87,-2,83,-13%,16%,119,2
COc1ccc(C2NCc3ccc4c(c3-n3cccc32)OCO4)cc1O (centres undefined),-15,86,44,-4,29,0%,-21%,86,4
CCCCCCn1c(O)c(C=NC2CCN(Cc3ccccc3)CC2)c(=O)[nH]c1=O,-3,59,68,3,66,1%,-86%,59,-3
Cc1ccc(N2C(=O)/C(=C/N3CCN(C(=O)c4ccco4)CC3)C(=O)NC2=S)cc1C,.,.,.,.,.,-7%,-4%,.,.
Cn1c(O)c(C(=NCCN2CCCCC2)c2ccccc2Cl)c(=O)n(C)c1=O,3,.,85,.,89,2%,-50%,.,.
C=CCn1c(O)c(C(C)=NCCN2CCOCC2)c(=O)[nH]c1=O,15,91,81,-28,96,7%,-8%,91,28
CNC(=O)N(C)c1nnc(C(C)(C)C)s1,-1,121,96,7,95,-6%,11%,121,-7
CCCCOCCCn1c(N)c(C(=O)OCCOC)c2nc3ccccc3nc21,26,154,34,7,59,2%,-44%,154,-7
Cc1ccc(C)c(NC2=NCCCS2)c1,-18,116,95,-19,77,-4%,6%,116,19
Cc1ccc2c(c1)C1CN(C)CCC1N2C(=O)Nc1cccc(Cl)c1 (centres undefined),14,153,67,-8,81,-6%,-45%,153,8
Cc1ccc2nc(N3CCN(C)CC3)[nH]c2c1,1,143,93,-15,95,-2%,10%,143,15
CC1=NOC2(C)Nc3ncnn3C(c3ccccc3)C12 (centres undefined),1,47,89,7,91,-2%,-8%,47,-7
Cc1ccc(-c2nc3ccc(Cl)cc3n2OC(=O)N(C)C)cc1,-17,223,68,-11,52,-6%,19%,223,11
COc1cc(-n2c(=S)[nH]c3ccccc3c2=O)c(Cl)cc1Cl,.,127,.,-15,.,-1%,7%,127,15
CC1(C)CN=C(Nc2nc3ccccc3s2)S1,-3,127,80,-15,77,-8%,-14%,127,15

From PubChem BioAssay

This is a subset. The share of hits here may be higher or lower than overall.
